# tim10-1 inh: inhibits growth of tim10-1 mutant yeast; S. cerevisiae tim10-1 ts strain growth, BacTiter-Glo, 24 h; inhibition, % at 20 µM; hit rate 2.2% among 330,000; AID 463190;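 active means inhibition of at least 40%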;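 further: mutant grown at 25 °C; 0% = DMSO wells with yeast and 100% = wells holding no yeast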
# mIAP inh: blocks mouse intestinal alkaline phosphatase. purified mouse IAP, CDP-Star luminescence, 30 min. inhibition, % at 10 µM. hit rate 0.2% among 330,000. AID 2806;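 active means inhibition of at least 40% at 10 µM in the primary screen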;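 further: plate controls were DMSO with enzyme for no effect and no enzyme wells for full effect; values of inactives mirror those of a sister screen read the other way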
# NALP3 yeast inh: NALP3 inhibition in yeast. Yeast reconstituted NLRP3/ASC/caspase-1, beta-gal luminescence, 24 h. inhibition, % at 10 µM. hit rate 0.39% among 330,000. AID 2825;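 active means inhibition of 50% or more; inactive means inhibition below 50%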;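 further: plate controls were induced DMSO wells for no effect and uninduced yeast grown without galactose for full effect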
# ATG4B inhibitor: ATG4B (human) cysteine protease inhibition; AID 504462; hit rate 0.51% among 340,000; inhibition, % at 8.33 µM; Q9Y4P1; ATG4B cleavage of LC3-PLA2, NBD-HPC fluorescence, 1 h; in the data active means inhibition above about 40%
# Target sequence (Q9Y4P1 whole entry, looked up): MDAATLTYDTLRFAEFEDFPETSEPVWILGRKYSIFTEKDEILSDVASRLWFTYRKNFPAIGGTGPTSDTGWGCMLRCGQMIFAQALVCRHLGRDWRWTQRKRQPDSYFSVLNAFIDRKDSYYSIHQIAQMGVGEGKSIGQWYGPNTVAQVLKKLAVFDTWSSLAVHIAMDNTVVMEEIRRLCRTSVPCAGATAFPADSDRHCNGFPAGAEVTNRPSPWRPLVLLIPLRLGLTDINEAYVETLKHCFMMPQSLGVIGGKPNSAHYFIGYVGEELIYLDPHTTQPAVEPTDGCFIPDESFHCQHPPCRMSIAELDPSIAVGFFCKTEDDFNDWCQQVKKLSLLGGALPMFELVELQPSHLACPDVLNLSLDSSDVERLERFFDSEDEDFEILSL
# hIAP act: human IAP activation; P09923; purified human IAP, CDP-Star luminescence, 30 min; hits give high values; 1 = vehicle-only enzyme, 0 = enzyme-free background; activation factor at 10 µM; hit rate 0.16% among 330,000; AID 2524;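 active means activation factor of the enzyme at least 2-fold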; further: the source names both 10 and 20 µM as test concentration; values of inactives mirror those of a sister screen read the other way
# Target sequence (P09923 whole entry, looked up): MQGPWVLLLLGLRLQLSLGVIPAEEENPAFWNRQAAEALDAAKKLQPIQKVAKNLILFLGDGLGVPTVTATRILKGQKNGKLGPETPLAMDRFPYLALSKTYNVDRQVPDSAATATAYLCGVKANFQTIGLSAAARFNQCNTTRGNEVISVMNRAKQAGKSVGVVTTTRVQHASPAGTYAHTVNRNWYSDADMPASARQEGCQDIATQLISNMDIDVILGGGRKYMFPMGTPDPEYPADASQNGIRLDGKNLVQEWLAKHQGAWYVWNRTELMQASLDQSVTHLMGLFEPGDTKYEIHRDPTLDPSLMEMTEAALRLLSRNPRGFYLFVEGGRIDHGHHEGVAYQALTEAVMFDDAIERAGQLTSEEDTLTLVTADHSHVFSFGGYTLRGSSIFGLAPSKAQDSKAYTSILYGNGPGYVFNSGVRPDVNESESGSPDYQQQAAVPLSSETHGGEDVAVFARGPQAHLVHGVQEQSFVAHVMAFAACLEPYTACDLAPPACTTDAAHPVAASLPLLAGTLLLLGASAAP
# TIM10 inh: inhibits growth of TIM10 yeast strain; hit rate 1.4% among 330,000; inhibition, % at 10 µM; S. cerevisiae TIM10 strain growth, BacTiter-Glo luminescence, 24 h;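 active means inhibition of 40% or more at the single tested concentration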;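 further: wild-type TIM10 isogenic control strain grown at permissive 25 °C; 0% = DMSO yeast wells and 100% = minimal medium wells without yeast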
# Apaf1 inhib: human Apaf-1 inhibition; O14727; reconstituted apoptosome caspase-3 activity, DEVD-Rh110 fluorescence; inhibition, % at 20 µM; hit rate 0.71% among 330,000; AID 489030; active means inhibition of at least 40% at 20 µM;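 further: plate controls were DMSO wells for no effect and DEVD-CHO caspase inhibitor wells for full effect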
#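 Material: cell-free apoptosome with Apaf-1, procaspase-3 and caspase-9; Buffer or medium: Hepes pH 7.5 with detergent and BSA; Reagent: cytochrome c trigger plus (Z-DEVD)2-Rh110 caspase-3 substrate; Times: compound with Apaf-1, dATP, procaspase-3 30 min, then 50 min reaction, room temperature; Technique: Rh110 fluorescence intensity.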
# mIAP act: mouse IAP activation. hit rate 0.24% among 330,000. activation factor at 10 µM. muIAP, CDP-Star luminescence, 30 min; hits give high values; 1 = vehicle-only enzyme signal, 0 = enzyme-free wells;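 active means activation factor of at least 2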; further: the source names both 10 and 20 µM as test concentration; values of inactives mirror those of a sister screen read the other way
#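 Assay system: mouse IAP enzyme; Reagent: CDP-Star chemiluminescent phosphatase substrate; Compound: DMSO-dissolved test compounds; Incubation: 30 min, room temperature; Technique: luminescence from enzymatic CDP-Star hydrolysis; Controls: DMSO-only wells and no-enzyme negative control.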
# hIAP inh: blocks human intestinal alkaline phosphatase; AID 2544; purified IAP, CDP-Star luminescence, 30 min; hit rate 0.12% among 330,000; inhibition, % at 10 µM;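 active means inhibition reaching a set limit with compound at 10 µM in the primary screen, cut at about 35% in these data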;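 further: plate controls were DMSO wells with enzyme for no effect and no-enzyme buffer wells for full effect; values of inactives mirror those of a sister screen read the other way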
# * marks the source's active call; other numbers are inactive results.
[1] O=C(N/N=C/c1cc([N+](=O)[O-])cc([N+](=O)[O-])c1O)/C(=C\c1cccs1)NC(=O)c1ccccc1
[2] CCCN1CCN(CCCNC(=O)C(CC)n2nc(C)c3sc4ccccc4c3c2=O)CC1 (centres undefined)
[3] CCc1cc2c3c([nH]c2cc1S(=O)(=O)N1CCC2(CC1)OCCO2)CCCC3=O
[4] NC(=O)COC(=O)/C=C/c1cccc(Br)c1
[5] O=C(OCc1nnc(-c2ccccc2)o1)c1cc([N+](=O)[O-])ccc1Cl
[6] Cc1nc(Cl)c(S(N)(=O)=O)c(C)c1Cl
[7] O=C(Oc1ccc(Br)cc1)C1CCN(C2=NS(=O)(=O)c3ccccc32)CC1
[8] CN(C)/C=N/NC(=O)c1ccccc1Cl
compound no.	1	2	3	4	5	6	7	8
tim10-1 inh	11	21	2	21	23	-2	11	12
mIAP inh	38	7	2	0	-6	1	3	-9
NALP3 yeast inh	12	8	-8	-25	8	6	19	-3
ATG4B inhibitor	-6	5	-4	6	5	7	-3	-2
hIAP act	0.99	1.1	0.97	1	0.92	1	0.99	1.1
TIM10 inh	8	0	3	24	25	-7	-3	7
Apaf1 inhib	15	1	8	2	-13	2	-1	-4
mIAP act	0.62	0.93	0.98	1	1.1	0.99	0.97	1.1
hIAP inh	1	-15	3	-4	8	0	1	-6

[9] O=C(Sc1ccc(Cl)cc1)c1ccccn1
[10] COCCCn1c(SCC(=O)Nc2nnc(C)s2)nnc1-c1ccoc1C
[11] Cc1n[nH]c(C)c1Cc1c(F)cccc1Cl
[12] O=C(NCc1ccccc1Cl)C1CCCN(S(=O)(=O)c2cccc3nonc23)C1 (centres undefined)
[13] COc1cccc(OCc2cc(C(=O)N3CCN(C4CCCCC4)C(=O)C3)no2)c1
[14] COC(C[C@@H]1O[C@H]1[C@@H](O)[C@@H](C)OCc1ccccc1)OC
[15] CN(CC(=O)NCc1ccncc1)S(=O)(=O)c1ccccc1
[16] CCOc1ccc(C2NC(=O)c3sc(=S)n(-c4ccccc4)c3N2)cc1 (centres undefined)
compound no.	9	10	11	12	13	14	15	16
tim10-1 inh	6	9	14	4	29	-24	5	16
mIAP inh	6	-1	-3	2	1	2	-3	4
NALP3 yeast inh	10	-9	15	6	18	-14	-1	2
ATG4B inhibitor	0	-7	-3	1	13	1	-1	2
hIAP act	0.97	1	1.1	0.9	0.88	1.1	0.92	0.95
TIM10 inh	15	9	24	14	-30	-8	-9	-4
Apaf1 inhib	-8	0	-2	8	9	-7	-1	-2
mIAP act	0.94	1	1	0.98	0.99	0.98	1	0.96
hIAP inh	3	0	-7	10	12	-5	8	5

[17] O=C(CN1CCOCC1)Nc1c2c(nc3c1CCC3)CCC2
[18] CC(=O)Nc1ccc(NC(=O)C2CCCN(c3ncccn3)C2)cc1 (centres undefined)
[19] CC1CC(C)(C)NCc2ccccc21 (centres undefined)
[20] COc1ccc(N2CCN(C(=O)CCCCCn3c(=O)[nH]c4ccsc4c3=O)CC2)cc1
[21] C=CCn1c(=S)[nH]c2nc3c(cc2c1=O)COC(C)(C)C3
[22] Cn1c(=O)n(/N=C/c2ccccc2)c2ccccc21
[23] CCCCCCCCCC(=O)OCC(O)CO (centres undefined)
[24] Cc1ccc(OCCn2cnc3cc([N+](=O)[O-])ccc3c2=O)cc1
compound no.	17	18	19	20	21	22	23	24
tim10-1 inh	-9	8	-9	-1	3	30	35	46*
mIAP inh	-7	4	-1	-11	-8	5	-15	6
NALP3 yeast inh	8	-6	7	6	-42	28	-2	22
ATG4B inhibitor	4	-9	4	-9	-9	-11	-3	-6
hIAP act	1.1	1.1	0.79	1.1	0.99	1.1	1	0.96
TIM10 inh	4	11	1	-14	-4	25	13	26
Apaf1 inhib	4	2	-4	-2	0	6	16	3
mIAP act	1.1	0.96	1	1.1	1.1	0.95	1.1	0.94
hIAP inh	-10	-11	21	-9	1	-13	-4	4

[25] COCC1CCCN(C(=O)c2ccc3oc(CCCc4ccccc4)nc3c2)C1 (centres undefined)
[26] Cc1ccc(NC(=O)c2cc(S(=O)(=O)N3CCOCC3)ccc2F)c(C)c1
[27] COc1ccc(NC(=O)Cn2nc(Cc3cccnc3)c3ccccc3c2=O)c(OC)c1
[28] CCOc1cc(C2NC(=O)CCC2[N+](=O)[O-])cc(Br)c1OCC (centres undefined)
[29] C[C@H]1C=C(C(=O)N2CCOCC2)O[C@@H](OCc2ccc(CO)cc2)C1
[30] CCOC(=O)Cc1nn(C)c(=O)c2ccccc12
[31] O=C1C/C(=C/NCc2ccccc2)C(=O)N1
[32] CC(=O)N(Cc1cc2c(C)cc(C)cc2[nH]c1=O)C1CCCCC1
compound no.	25	26	27	28	29	30	31	32
tim10-1 inh	22	32	14	36	-8	-7	6	24
mIAP inh	10	7	11	0	6	10	-13	-1
NALP3 yeast inh	19	7	-1	4	-4	-10	15	-1
ATG4B inhibitor	-1	5	6	-2	-3	-14	-2	2
hIAP act	0.87	1	0.97	1.1	1.1	0.96	1.1	1.1
TIM10 inh	17	-1	-4	4	1	-13	3	1
Apaf1 inhib	23	-5	-20	11	-1	-3	-2	16
mIAP act	0.9	0.93	0.89	1	0.94	0.9	1.1	1
hIAP inh	13	-1	3	-6	-13	4	-6	-6

# 3 structures already listed, ordered by SMILES length, rising.
[32] CC(=O)N(Cc1cc2c(C)cc(C)cc2[nH]c1=O)C1CCCCC1
[28] CCOc1cc(C2NC(=O)CCC2[N+](=O)[O-])cc(Br)c1OCC (centres undefined)
[26] Cc1ccc(NC(=O)c2cc(S(=O)(=O)N3CCOCC3)ccc2F)c(C)c1
compound no.	32	28	26
tim10-1 inh	24	36	32
mIAP inh	-1	0	7
NALP3 yeast inh	-1	4	7
ATG4B inhibitor	2	-2	5
hIAP act	1.1	1.1	1
TIM10 inh	1	4	-1
Apaf1 inhib	16	11	-5
mIAP act	1	1	0.93
hIAP inh	-6	-6	-1

# More results follow:
[33] Cc1ccc(C)c(N2CCN(C(=O)c3ccc4c(c3)c(C)c(C)n4C)CC2)c1
[34] CCOC(=O)C1CCCCN1C(=O)CCn1nnnc1CN1CCOCC1 (centres undefined)
[35] CCC1=NN(S(=O)(=O)c2ccc(C)cc2)C(O)(C(F)(F)F)C1 (centres undefined)
[36] CCOC(=O)C1(Cc2ccc(Cl)cc2)CCN(Cc2ccon2)CC1
[37] CC(C)(C)C(=O)Nc1ccccc1N1CCN(c2ccc(F)cc2)CC1
[38] Cc1ccc(NC(=O)COc2ccc(N(C)S(=O)(=O)c3ccc(F)cc3)cc2)cc1
[39] CCN(CC)S(=O)(=O)c1ccc(C(=O)Nc2nnc(NC(=S)Nc3ccccc3)s2)cc1
[40] O=C(NCc1ccccn1)c1ccc(/C=N/O)nc1
compound no.	33	34	35	36	37	38	39	40
tim10-1 inh	43*	5	-3	23	10	12	31	7
mIAP inh	-5	6	2	3	8	-38	26	0
NALP3 yeast inh	8	19	13	9	0	15	20	-6
ATG4B inhibitor	22	2	2	-10	-3	-4	22	-1
hIAP act	1.2	1.1	1.1	1.1	0.96	1.1	1.2	1.2
TIM10 inh	27	2	-19	7	-17	-12	21	6
Apaf1 inhib	33	-5	11	10	14	16	20	4
mIAP act	1.1	0.94	0.98	0.97	0.92	1.4	0.74	0.99
hIAP inh	-22	-10	-6	-8	4	-10	-24	-20

[41] CC1CCCN(CCOc2cccc(Oc3ccccc3)c2)C1 (centres undefined)
[42] COc1ccc(/C(C)=N/NC(=O)CNC(=O)c2cccs2)cc1
[43] N#CCCn1nc(Cc2cccc3ccccc23)c(C#N)c1N
[44] Cc1cc2ccccn2c1C(=O)c1ccccc1Br
[45] CC(OCc1ccccc1)C(NC(=O)OC(C)(C)C)C(=O)NCC1CCCO1 (centres undefined)
[46] COc1ccc(C)cc1Cn1c(S(C)(=O)=O)nc2ccccc21
compound no.	41	42	43	44	45	46
tim10-1 inh	-38	6	9	8	22	5
mIAP inh	4	0	-2	8	-3	0
NALP3 yeast inh	50*	0	22	57*	3	-3
ATG4B inhibitor	8	0	-13	3	4	3
hIAP act	1	0.85	1.1	0.88	0.94	0.84
TIM10 inh	-43	-12	-4	-8	7	6
Apaf1 inhib	7	-14	-5	13	3	-11
mIAP act	0.96	1	1	0.92	1	0.99
hIAP inh	-4	15	-12	12	6	16

# In the list so far, these have four or more nitrogen atoms.
[1] O=C(N/N=C/c1cc([N+](=O)[O-])cc([N+](=O)[O-])c1O)/C(=C\c1cccs1)NC(=O)c1ccccc1
[2] CCCN1CCN(CCCNC(=O)C(CC)n2nc(C)c3sc4ccccc4c3c2=O)CC1 (centres undefined)
[10] COCCCn1c(SCC(=O)Nc2nnc(C)s2)nnc1-c1ccoc1C
[12] O=C(NCc1ccccc1Cl)C1CCCN(S(=O)(=O)c2cccc3nonc23)C1 (centres undefined)
[18] CC(=O)Nc1ccc(NC(=O)C2CCCN(c3ncccn3)C2)cc1 (centres undefined)
[20] COc1ccc(N2CCN(C(=O)CCCCCn3c(=O)[nH]c4ccsc4c3=O)CC2)cc1
[27] COc1ccc(NC(=O)Cn2nc(Cc3cccnc3)c3ccccc3c2=O)c(OC)c1
[34] CCOC(=O)C1CCCCN1C(=O)CCn1nnnc1CN1CCOCC1 (centres undefined)
[39] CCN(CC)S(=O)(=O)c1ccc(C(=O)Nc2nnc(NC(=S)Nc3ccccc3)s2)cc1
[40] O=C(NCc1ccccn1)c1ccc(/C=N/O)nc1
compound no.	1	2	10	12	18	20	27	34	39	40
tim10-1 inh	11	21	9	4	8	-1	14	5	31	7
mIAP inh	38	7	-1	2	4	-11	11	6	26	0
NALP3 yeast inh	12	8	-9	6	-6	6	-1	19	20	-6
ATG4B inhibitor	-6	5	-7	1	-9	-9	6	2	22	-1
hIAP act	0.99	1.1	1	0.9	1.1	1.1	0.97	1.1	1.2	1.2
TIM10 inh	8	0	9	14	11	-14	-4	2	21	6
Apaf1 inhib	15	1	0	8	2	-2	-20	-5	20	4
mIAP act	0.62	0.93	1	0.98	0.96	1.1	0.89	0.94	0.74	0.99
hIAP inh	1	-15	0	10	-11	-9	3	-10	-24	-20

[43] N#CCCn1nc(Cc2cccc3ccccc23)c(C#N)c1N
compound no.	43
tim10-1 inh	9
mIAP inh	-2
NALP3 yeast inh	22
ATG4B inhibitor	-13
hIAP act	1.1
TIM10 inh	-4
Apaf1 inhib	-5
mIAP act	1
hIAP inh	-12

# Source: PubChem
